Screening results (PubChem)
Spn MK inh = S. pneumoniae mevalonate kinase inhibition. purified MK, PK/LDH-coupled NADH absorbance 340 nm. inhibition, % at 10 µM. 65,000 tested, 0.48% active;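 active means ranked among the strongest by inhibition in the single 10 µM screen, a fixed top-ranked set picked for dose follow-up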; further: no value below 0 was filed
TNAP inhibition = human TNAP enzyme inhibitors, biochemical, luminescent (AID 518); purified TNAP enzyme, luminescent substrate readout; higher % means a stronger effect; inhibition, % at 20 µM; hits with a dose series show IC50 in µM; 64,000 tested, 0.09% active; in the data active means a potency from the dose series; inactive means the rest, 99 in 100 with inhibition below about 22%;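 further: plate controls were vehicle for no effect and reference inhibitor for full effect; many of its hits are not listed in these tables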
HPDE-C7 cytotoxicity = cytotoxicity in HPDE-C7 cells, cell-based, fluorescence, HTS (AID 430); HPDE-C7 pancreatic duct cells viability, fluorescence; higher % means a stronger effect; 63,000 tested, 1.8% active; one-dose cytotoxicity, % at 10 µM; EC50 in µM for titrated hits;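 further: cells exposed to compound for 48 hours before viability readout; 0% = vehicle and 100% = reference cytotoxic drug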
DPM-DC inhibit = inhibitors of Streptococcus pneumoniae diphosphomevalonate decarboxylase; 65,000 tested, 0.49% active; calls only at 10 µM; AID 556; purified DPM-DC, PK/LDH coupled NADH fluorescence;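 active means the 320 compounds with the highest percent inhibition in the single-dose primary screen, excluding strongly autofluorescent ones, cut at about 32% in these data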;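 further: kinetic rate of NADH fluorescence loss reporting ADP formed by the decarboxylase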
HPDE-C7K KRASV12 = cytotoxicity in KRAS-transformed pancreatic duct cells, primary screen, cell-based, fluorescence, HTS (AID 431); HPDE-C7K KRASV12 cells, Alamar Blue viability, 48 h; higher % means a stronger effect; cytotoxicity, % at 10 µM; hits with a dose series show EC50 in µM; 63,000 tested, 1.7% active;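 active means compounds whose percent cytotoxicity in the single-dose primary screen, scaled between solvent and toxic-drug controls, exceeds 50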;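 further: 0% = DMSO solvent wells and 100% = doxorubicin-treated wells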
HT1080 cytotoxicity = cytotoxicity in HT1080 fibrosarcoma cells, cell-based, fluorescence readout (AID 620) | cytotoxicity, % at 10 µM, or EC50 in µM where a hit was titrated | HT1080 viability, fluorescence; higher % means a stronger effect | 87,000 tested, 0.42% active;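 further: cells exposed to compound overnight then 4 h with Alamar Blue; 0% = vehicle DMSO and 100% = killing control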
LYP inhibition = inhibition of human PTPN22 tyrosine phosphatase – biochemical, DiFMUP fluorescence, recombinant catalytic domain, 10 µM, primary screen (AID 606); recombinant LYP catalytic domain, DiFMUP fluorescence; higher % means a stronger effect; inhibition, % at 10 µM; hits with a dose series show IC50 in µM; 52,000 tested, under 10 active;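 active means IC50 under 40 µM in the dose-response test; inactive means IC50 of 40 µM or more, or never dose-tested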
Bfl-1 inhibitors = Bfl-1 inhibitors, primary screen, biochemical, fluorescence polarization, FITC-Bid, mouse (AID 432); FITC-Bid BH3 peptide fluorescence polarization displacement; higher % means a stronger effect; 64,000 tested, 0.02% active; one-dose displacement, % at 20 µM; IC50 in µM for titrated hits; in the data active means a potency from the dose series; inactive means the rest, 99 in 100 with displacement below about 15%; further: strong numbers were not always called active
Spn PMK inh = inhibitors of Streptococcus pneumoniae phosphomevalonate kinase. purified PMK, PK/LDH-coupled NADH absorbance 340 nm. inhibition, % at 10 µM. 65,000 tested, 0.49% active;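 active means top-ranked compounds by inhibition in the single 10 µM screen, taking a fixed number of the strongest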;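 further: 0% = full reaction with DMSO carrier and 100% = background rate without enzyme reaction; no value below 0 was filed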
Spn PMK inh pilot replicates = further read-out of Spn PMK inh, marked with its call; inhibition, %; measured here: pilot screen replicates
Spn MK inh pilot replicates = second read-out of Spn MK inh, no call of its own (marks repeat the call); inhibition, %; measured here: pilot screen replicates
DPM-DC inhibit pilot screen % = also measured in DPM-DC inhibit; calls as there; inhibition, %; measured here: pilot screen trials
* hit, by the source's call; i = inactive; x = no result given; + = active, no number. Unless noted, no stated cut-off is given here; in the data, active means cytotoxicity above about 50%; inactive means the rest. Compounds were not picked by outcome; about 3.5% have a hit in one of these screens.

SMILES	Spn MK inh	TNAP inhibition	HPDE-C7 cytotoxicity	DPM-DC inhibit	HPDE-C7K KRASV12	HT1080 cytotoxicity	LYP inhibition	Bfl-1 inhibitors	Spn PMK inh	others
O=c1c2c3c(sc2ncn1/N=C/c1ccco1)CCCC3	0	9%	0%	i	1%	1%	x	0%	1
CCOC(=O)c1[nH]c(C)c(C(=O)Nc2ccc(C)c(F)c2)c1C	6	0%	4%	i	1%	-3%	x	-10%	11
CN(C)CCNc1oc(-c2ccccc2F)nc1C#N	4	18%	6%	x	3%	6%	1%	1%	13	Spn PMK inh pilot replicates=0.0;Spn MK inh pilot replicates=0.0
CN1CCNC(=O)C1CC(=O)O (stereo not given)	14	14%	-5%	i	-5%	22%	x	-6%	3
Cc1cc(C(=O)CSc2nncs2)c(C)n1-c1ccc2c(c1)OCO2	0	11%	23%	i	27%	24%	13%	-3%	15
O=C(CSc1ccccn1)Nc1ccccc1F	5	5%	4%	i	2%	x	x	0%	0
O=C(NCCCN1CCCC1=O)c1ccc2c(c1)OCO2	4	10%	6%	i	2%	-2%	6%	-4%	6
Cc1cccc(-n2c(N)cc(=O)nc2SCC(=O)NC2CCCCC2)c1	13	2%	-9%	i	-13%	1%	3%	6%	8
CCOC(=O)c1[nH]c2ccc(F)cc2c1NC(=O)CCN1CCSCC1	2	14%	7%	i	10%	1%	9%	2%	0
O=C(COc1ccc(S(=O)(=O)N2CCCC2)cc1)NCc1ccco1	1	4%	-17%	i	1%	-4%	9%	-6%	11
COC(=O)C(C)Sc1ccc2nnc(-c3ccc(F)cc3)n2n1 (stereo not given)	1	6%	-20%	i	-11%	-11%	4%	-12%	9
Nn1cc(-c2ccccc2)nc1SCC(=O)NC1CCS(=O)(=O)C1 (stereo not given)	0	2%	0%	i	-9%	-2%	-6%	-1%	13
CSc1nsc(SC)c1NC(=O)OCCc1ccccn1	8	8%	-1%	i	-4%	5%	-5%	-4%	0
CCCOc1ccc(C2C(=O)N(C3CCCCC3)CC(=O)N2C2CC2)cc1OC (stereo not given)	0	9%	-9%	i	-8%	4%	9%	8%	20
CCOC(=O)N1CCN(C(=O)CN(c2ccc3c(c2)OCO3)S(C)(=O)=O)CC1	3	7%	-12%	i	-4%	32%	-4%	-10%	4
O=C1c2ccccc2C(=O)N1CCCc1nc2ccccc2c(=O)n1CCCn1ccnc1	7	50%	-5%	i	-32%	-6%	8%	-4%	7
CCOCC(=O)Nc1nc2ccc(OCC)cc2s1	8	11%	0%	i	4%	x	14%	-3%	0
Clc1ccccc1-c1nnc2sc(-c3ccccn3)nn12	5	20%	7%	i	9%	-1%	x	8%	6	Spn PMK inh pilot replicates=5.5;Spn MK inh pilot replicates=2.5;DPM-DC inhibit pilot screen %=0.0
Cc1ccc2nc(C3CCN(C(=O)c4ccco4)CC3)[nH]c2c1	10	9%	0%	i	-1%	-2%	x	-1%	15
Cc1cccc(N2CCN(Cc3c(C)n(C)n(-c4ccccc4)c3=O)CC2)c1C	4	5%	-23%	i	-21%	7%	-12%	4%	0	Spn PMK inh pilot replicates=0.0;Spn MK inh pilot replicates=0.0;DPM-DC inhibit pilot screen %=0.5
COc1cccc(-c2nnn(CC(=O)Nc3ccc(C)cc3C)n2)c1OC	0	6%	-6%	i	1%	-16%	2%	-2%	14
CCC1CCCCN1c1nc(-c2ccncc2)nc2ccccc12 (stereo not given)	4	17%	-8%	i	-16%	x	21%	-2%	2	Spn PMK inh pilot replicates=1.5;Spn MK inh pilot replicates=0.0;DPM-DC inhibit pilot screen %=0.0
CCCn1c(=S)[nH]c2cc(C(=O)N3CCCC(C(=O)OCC)C3)ccc2c1=O (stereo not given)	4	6%	-8%	i	-6%	2%	5%	-3%	16
O=C(NCc1ccco1)C1CCN(S(=O)(=O)c2cccc3cccnc23)CC1	3	8%	-8%	i	-6%	-3%	5%	4%	4

In the list so far, these have an aryl methoxy group.
SMILES	Spn MK inh	TNAP inhibition	HPDE-C7 cytotoxicity	DPM-DC inhibit	HPDE-C7K KRASV12	HT1080 cytotoxicity	LYP inhibition	Bfl-1 inhibitors	Spn PMK inh	others
CCCOc1ccc(C2C(=O)N(C3CCCCC3)CC(=O)N2C2CC2)cc1OC (stereo not given)	0	9%	-9%	i	-8%	4%	9%	8%	20
COc1cccc(-c2nnn(CC(=O)Nc3ccc(C)cc3C)n2)c1OC	0	6%	-6%	i	1%	-16%	2%	-2%	14

Following part.
SMILES	Spn MK inh	TNAP inhibition	HPDE-C7 cytotoxicity	DPM-DC inhibit	HPDE-C7K KRASV12	HT1080 cytotoxicity	LYP inhibition	Bfl-1 inhibitors	Spn PMK inh	others
COc1ccc(NC(=O)[C@@H]2[C@@H]3C(=O)N(C4CCCCC4)C(=O)[C@@H]3C3c4ccccc4C=CN32)cc1 (stereo not given in full)	4	11%	22%	i	31%	-3%	1%	-19%	3
COc1cccc(C2/C(=C(\O)c3c(C)nc4c(C)cccn34)C(=O)C(=O)N2CCCN(C)C)c1OC (stereo not given)	3	14%	-6%	i	-1%	12%	x	-6%	3
COc1cccc(C2C(C#N)=C(N)OC3=C2C(=O)CCC3)c1OC(=O)c1ccco1 (stereo not given)	3	0%	-11%	i	-8%	-8%	4%	-7%	2	Spn PMK inh pilot replicates=3.0;Spn MK inh pilot replicates=0.0;DPM-DC inhibit pilot screen %=1.0
COc1ccc(S(=O)(=O)N2CCCC(C(=O)NCc3ccncc3)C2)cc1Cl (stereo not given)	5	5%	-3%	i	-10%	2%	7%	-3%	5
COc1ccccc1CNc1ncnc2c1cnn2-c1ccccc1	2	-5%	46%	i	29%	x	11%	-3%	0
COC(=O)c1sc(N2C(=O)c3oc4ccccc4c(=O)c3C2c2cccs2)nc1C (stereo not given)	6	x	x	i	x	9%	x	x	6
O=C1CC(N2CCN(c3cccc(C(F)(F)F)c3)CC2)C(=O)N1c1ccc(F)cc1 (stereo not given)	5	8%	7%	i	0%	-1%	-2%	4%	1
Nc1nc(C(=O)N2CCOCC2)nn1C(=O)c1ccc(Cl)cc1	15	6%	5%	i	9%	5%	-4%	0%	8
Cc1nc2ncnn2c(C)c1CCC(=O)NCCCN1CCN(c2cccc(Cl)c2)CC1	0	13%	1%	i	16%	-9%	2%	0%	15	Spn PMK inh pilot replicates=3.5;Spn MK inh pilot replicates=0.0;DPM-DC inhibit pilot screen %=0.5
Cc1nn2cc(-c3ccc(N)cc3)nc2s1	1	13%	15%	i	12%	x	-10%	0%	17
Cc1onc(-c2ccccc2)c1C(=O)Nc1ccc(S(=O)(=O)NC2=NCCCCC2)cc1	0	-2%	-3%	i	-7%	-5%	-17%	1%	5
CCCC(=O)N1c2ccccc2[C@@H](N(C(C)=O)c2ccccc2)C[C@H]1C	7	7%	-28%	i	-5%	-2%	-19%	-10%	8
O=C1NC2(CCCCC2)N=C1c1ccccc1	0	3%	-3%	i	0%	-2%	x	-10%	10
CCCCNS(=O)(=O)c1cccc(S(=O)(=O)N2CCCC2)c1	8	11%	-3%	i	-5%	-9%	-3%	-1%	3
COc1ccc(CN2CC(C(=O)N3CCOCC3)CC2=O)cc1 (stereo not given)	0	10%	-4%	i	-14%	x	-5%	-7%	18
CCn1c(C(Cc2ccccc2)NC(=O)COC)nc2ccccc21 (stereo not given)	0	5%	0%	i	8%	3%	-2%	1%	2	Spn PMK inh pilot replicates=4.0;Spn MK inh pilot replicates=0.0;DPM-DC inhibit pilot screen %=0.5
Cn1c(CN2CCCCC2)nc2cc(NS(=O)(=O)c3ccc(Cl)cc3)ccc21	8	0%	-6%	i	-16%	-3%	4%	6%	4
Cc1ccc(S(=O)(=O)NC(=O)N2CCC(C)CC2)cc1	0	9%	-3%	i	0%	3%	4%	0%	14
CCOC(=O)C(CCC#N)(CCC#N)C(=O)OCC	2	6%	1%	i	-1%	18%	x	-3%	5
Cc1noc(C)c1S(=O)(=O)N1CCCC(C(=O)NCCc2ccccc2)C1 (stereo not given)	8	2%	-14%	i	-11%	2%	x	1%	17
Cn1c(SCC(=O)NC2CC2)nnc1-c1ccco1	8	6%	11%	i	8%	0%	6%	-4%	12
O=C(CSc1ccc(Cl)cc1)Nn1cnnc1	7	9%	-15%	i	-29%	-4%	x	0%	3
Cc1cccc(NC(=O)c2ccc3ccccc3n2)n1	6	8%	2%	i	-9%	-9%	x	-1%	0	Spn PMK inh pilot replicates=0.5;Spn MK inh pilot replicates=1.5;DPM-DC inhibit pilot screen %=1.5
Cn1c(C(=O)NC2CCCCC2)cc2sccc21	5	9%	-17%	i	-35%	-2%	-17%	-8%	12

Random excerpt: 6 records from the list, in no set order.
SMILES	Spn MK inh	TNAP inhibition	HPDE-C7 cytotoxicity	DPM-DC inhibit	HPDE-C7K KRASV12	HT1080 cytotoxicity	LYP inhibition	Bfl-1 inhibitors	Spn PMK inh	others
COc1cccc(C2C(C#N)=C(N)OC3=C2C(=O)CCC3)c1OC(=O)c1ccco1 (stereo not given)	3	0%	-11%	i	-8%	-8%	4%	-7%	2	Spn PMK inh pilot replicates=3.0;Spn MK inh pilot replicates=0.0;DPM-DC inhibit pilot screen %=1.0
CCOC(=O)N1CCN(C(=O)CN(c2ccc3c(c2)OCO3)S(C)(=O)=O)CC1	3	7%	-12%	i	-4%	32%	-4%	-10%	4
COC(=O)c1sc(N2C(=O)c3oc4ccccc4c(=O)c3C2c2cccs2)nc1C (stereo not given)	6	x	x	i	x	9%	x	x	6
Cc1cc(C(=O)CSc2nncs2)c(C)n1-c1ccc2c(c1)OCO2	0	11%	23%	i	27%	24%	13%	-3%	15
CCCOc1ccc(C2C(=O)N(C3CCCCC3)CC(=O)N2C2CC2)cc1OC (stereo not given)	0	9%	-9%	i	-8%	4%	9%	8%	20
O=C1CC(N2CCN(c3cccc(C(F)(F)F)c3)CC2)C(=O)N1c1ccc(F)cc1 (stereo not given)	5	8%	7%	i	0%	-1%	-2%	4%	1

More structures
SMILES	Spn MK inh	TNAP inhibition	HPDE-C7 cytotoxicity	DPM-DC inhibit	HPDE-C7K KRASV12	HT1080 cytotoxicity	LYP inhibition	Bfl-1 inhibitors	Spn PMK inh	others
COc1ccc(OC)c(NC(=O)CSC2=C(C#N)C(c3ccco3)C3=C(CCCC3=O)N2)c1 (stereo not given)	2	4%	-2%	i	12%	-5%	2%	2%	1
CCNc1nc(NCC)nc(OCCOC(=O)c2ccccc2)n1	11	11%	-14%	i	-15%	-9%	14%	6%	11
CCOC(=O)CSc1nc2c(c(=O)[nH]c(=O)n2C)n1C/C=C(/C)Cl	11	9%	x	i	x	12%	-9%	-3%	11
COCCCNC(=O)CC(NS(=O)(=O)c1ccc(OC)cc1)c1ccc(OC)cc1 (stereo not given)	9	15%	-2%	i	5%	4%	10%	-2%	0
CCn1c(SCc2nc3ccccc3s2)nc2cc(S(=O)(=O)N3CCOCC3)ccc21	7	5%	15%	i	12%	0%	x	-13%	15
O=C(NCc1ccco1)c1ccc(OCC2CCCO2)cc1 (stereo not given)	7	13%	4%	i	-2%	-5%	10%	2%	8
CCc1cc2c(=O)c(-c3nc4ccccc4[nH]3)coc2cc1OC(=O)N1CCOCC1	0	17%	-31%	+	15%	4%	-2%	-2%	6	Spn PMK inh pilot replicates=0.0;Spn MK inh pilot replicates=0.0;DPM-DC inhibit pilot screen %=1.0*
